Tau fluor counter = counter-screen for tau fibril formation inhibitors. tau K18 P301L Alexa594 fluorescence, heparin fibrillization. Potency, µM (titrated, usually from 57.7 µM), inactives show at the top dose activity change, negative = decrease. 280,000 compounds, 0.93% hits. AID 1463; also: % is scaled to controls: 0 for no effect and ±100 for the full control effect; nearly all actives have a fitted effect of over 55% in size
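Human tau K18 P301L (15 uM unlabeled, 0.24 uM Alexa 594-labeled) in 100 mM sodium acetate pH 7 with 20 uM heparin, 6 hr at 37 C. ThT 30 uM added, 1 hr ambient; Alexa 594 FP and total fluorescence read at 555/632 nm.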
Tau fibril FP = tau fibrillization inhibition (FP); AID 1468; K18 P301L tau heparin fibrillization, Alexa594 FP, 6 h; P10636; 280,000 compounds, 0.39% hits; Potency, µM (doses to about 57.7 µM), for inactives: at the top dose activity, negative = inhibition, usual class: inhibitors; also: % is scaled to controls: 0 for no effect and ±100 for the full control effect; nearly all actives have a fitted effect of over 55% in size
Target sequence (P10636 561-689 P618L limits assumed): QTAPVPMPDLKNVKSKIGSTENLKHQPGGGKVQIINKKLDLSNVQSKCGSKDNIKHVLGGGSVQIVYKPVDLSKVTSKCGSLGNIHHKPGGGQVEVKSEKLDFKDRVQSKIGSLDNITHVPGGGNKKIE
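Read-out: fluorescence polarization of Alexa 594-labeled tau (0.24 uM), 555 nm excitation, 632 nm emission. Mixtures held 15 uM unlabeled K18 P301L, compound and 20 uM heparin, pH 7 acetate buffer, incubated 6 hr at 37 C.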
RECQ1 inh = blocks DNA unwinding by human RECQ1; P46063; RECQ1 DNA unwinding, red fluorescence kinetic read; Potency, µM (titrated, usually from 57.3 µM), for the others: top-dose activity, negative = inhibition, hits mostly inhibitors; 240,000 compounds, 0.54% hits; AID 2549;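 also: plate controls were vehicle for no effect and no enzyme for full effect; nearly all actives have a fitted effect of over 30% in size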
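50 nM RECQ1T1 preincubated 15 min with compound in Tris pH 8.0 buffer with MgCl2, DTT, Tween-20 and 2.5 ug/ml poly(dI-dC); started with 200 nM TAMRA/BHQ-2 forked duplex and 2 mM ATP. Unwinding read as fluorescence (525/598 nm), two reads 2 h apart.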
TRb SRC2 PPI = inhibitors of human thyroid hormone receptor beta-SRC2 interaction. P10828. TRbeta-SRC2 peptide binding, fluorescence polarization; receptor liganded with 1 µM T3. Potency, µM (series often up to 106 µM), without a hit: top-dose activity change, negative = inhibition, most hits filed as inhibitors. 280,000 compounds, 0.065% hits. AID 1469;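 also: plate controls were bound peptide for no effect and peptide without receptor for full effect; nearly all actives have a fitted effect of over 50% in size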
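Human TRb LBD (0.6 uM) plus Texas Red-labeled SRC2 peptide (20 nM), 1uM T3, 5% DMSO, 5 hr at ambient temperature. Decreased polarization (555/632 nm) flags inhibition; data normalized to free and bound peptide controls.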
HTT ATP protect = protects HTT-Q103 PC12 cells, measured by ATP; PC12 HTT-Q103 induced, cytoprotection, ATP luminescence, 40 h; Potency, µM (doses to about 56.4 µM), without a hit: cytoprotection (ATP increase), actives largely listed as activators; 230,000 compounds, 0.14% hits; AID 1471;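 also: % of control where 0% means no effect; nearly all actives have a fitted effect of over 45% in size; toxic huntingtin expression switched on by the ecdysone agonist tebufenozide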
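Compounds were screened for protection of PC12 cells against cell death after tebufenozide induction (100 nM final) of mutant Huntingtin exon 1 (Q103) fused to GFP.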
TR SRC2 fluor cs = alters Texas Red total fluorescence, flagging assay interference | TRb/SRC2 Texas Red total fluorescence interference | Potency, µM (doses to about 106 µM), for the others: top-dose fluorescence change, negative = quenching | 280,000 compounds, 0.29% hits; active = well fitted curve in either direction with a large enough effect; inconclusive = small, poorly fitted or top-dose-only effect; also: % is scaled to controls: 0 for no effect and ±100 for the full control effect
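Human TRb ligand-binding domain at 0.6 uM with 20 nM Texas Red SRC2 peptide in Tris buffer containing 1 uM T3 and 5% DMSO, incubated with compound 5 h at ambient temperature. Total fluorescence (555/632 nm) calculated as parallel + 2 × perpendicular.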
Tau fibril ThT = blocks human tau fibril formation measured by thioflavin T; recombinant tau K18 P301L (four-repeat tau fragment), heparin-induced fibrillization, ThT fluorescence; 270,000 compounds, 2.1% hits; Potency, µM (series often up to 57.4 µM), without a hit: at the top dose activity, negative = inhibition, usual class: inhibitors; P10636; also: % is scaled to controls: 0 for no effect and ±100 for the full control effect; nearly all actives have a fitted effect of over 55% in size
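Heparin-induced (20 uM) aggregation of recombinant human K18 P301L tau, 15 uM unlabeled with 0.24 uM labeled, pH 7 acetate buffer, 6 hr at 37 C with compound. Fibrils quantified by 30 uM ThT fluorescence after 1 hr ambient incubation.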
L3MBTL1 block = inhibitors of human L3MBTL1; AlphaScreen L3MBTL1–H3K9me1 peptide binding; Potency, µM (series often up to 57.1 µM), inactives show at the highest dose activity, negative = inhibition, most hits filed as inhibitors; 230,000 compounds, 0.66% hits; also: % is scaled to controls: 0 for no effect and ±100 for the full control effect; nearly all actives have a fitted effect of over 60% in size
Target sequence (Q9Y468 whole entry, looked up): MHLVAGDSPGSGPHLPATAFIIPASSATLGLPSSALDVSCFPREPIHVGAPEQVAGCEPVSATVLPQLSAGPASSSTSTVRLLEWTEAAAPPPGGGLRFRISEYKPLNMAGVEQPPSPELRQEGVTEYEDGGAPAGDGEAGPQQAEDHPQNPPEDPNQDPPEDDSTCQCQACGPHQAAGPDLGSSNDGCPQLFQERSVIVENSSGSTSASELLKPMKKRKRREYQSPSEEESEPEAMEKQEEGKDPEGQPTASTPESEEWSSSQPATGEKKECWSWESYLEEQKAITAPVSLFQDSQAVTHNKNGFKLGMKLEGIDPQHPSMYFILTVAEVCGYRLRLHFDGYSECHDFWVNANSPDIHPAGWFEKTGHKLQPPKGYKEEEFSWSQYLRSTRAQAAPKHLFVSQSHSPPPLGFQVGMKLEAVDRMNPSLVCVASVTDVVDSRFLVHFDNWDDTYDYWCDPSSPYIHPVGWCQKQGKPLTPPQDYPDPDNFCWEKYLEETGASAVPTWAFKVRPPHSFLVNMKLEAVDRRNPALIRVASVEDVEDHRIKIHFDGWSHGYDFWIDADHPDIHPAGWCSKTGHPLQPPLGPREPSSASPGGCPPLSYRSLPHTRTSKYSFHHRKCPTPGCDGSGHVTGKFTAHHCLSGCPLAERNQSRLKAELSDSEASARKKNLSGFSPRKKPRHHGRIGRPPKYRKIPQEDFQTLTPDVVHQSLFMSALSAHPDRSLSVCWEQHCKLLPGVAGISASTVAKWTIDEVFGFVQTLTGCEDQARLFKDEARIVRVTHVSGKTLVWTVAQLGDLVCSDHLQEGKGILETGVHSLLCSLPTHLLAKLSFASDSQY
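AlphaScreen assay: L3MBTL1 (50 nM final) was preincubated 30 min at room temperature with biotinylated H3(1-15)K9me1 peptide (75 nM final), then 30 min with library compounds; streptavidin donor and nickel chelate acceptor beads (10 ug/mL final) added, 30 min dark.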
Active calls of the source: *; i = inactive; ? = inconclusive; . = not tested or not shown; & = joins results of further samples; [ ] = dose if it differs, or a comment. Unless noted, calls follow the shape of the dose curve; as a rule, active = well fitted curve in the direction sought with a large enough effect; inconclusive = small, poorly fitted or top-dose-only effect, or another doubt; inactive = no such curve, though single readings can be large; an effect the other way counts as inactive or inconclusive. Potency is read from the fitted curve at half-maximal effect. An excerpt (hit frequency here may not be typical).

SMILES	Tau fluor counter	Tau fibril FP	RECQ1 inh	TRb SRC2 PPI	HTT ATP protect	TR SRC2 fluor cs	Tau fibril ThT	L3MBTL1 block
O=C(CSc1nc2cc(S(=O)(=O)N3CCOCC3)ccc2o1)NC1CCCc2ccccc21 (configuration not stated)	12%	-8%	-18%	-5%	2%[10 µM]	-8%	-3%	2%[11.4 µM]
COc1ccc(C(=O)N/C(=C\c2ccccc2)C(=O)NC(CCSC)C(=O)O)cc1 (configuration not stated)	-27%	7%	i	-2%	-84%[inhibitor]	-10%	-19%	1%
CC(NCc1cccc(S(=O)(=O)N(C)C)c1)c1ccc(F)cc1 (configuration not stated)	-10%	3%	-6%	-4%	21%[10 µM]	2%	-7%	5%
Cc1cc(C)cc(NC(=O)CSc2ncc(S(=O)(=O)c3ccccc3)c(=O)[nH]2)c1	-5%	5%	9%	-5%	.	-2%	-1%	-1%
CC1CN=C(N(C(=O)Nc2ccccc2)C(C)C)S1 (configuration not stated)	-1%	-4%	-1%	-1%	41%[10 µM]	-1%	1%	-21%
CC1(C)CNC(=O)c2sc(N3CCOCC3)nc2C1	4%	1%	i	-10%	-39%[inhibitor]	1%	-1%	.
CN(C)c1ncnc(N(C)C)c1[N+](=O)[O-]	-16%	-12%	-5%	-8%	2%[10 µM]	-3%	-8%	-1%
COc1cc(OC)c2ccc(=O)oc2c1C(CC(=O)N1CCN(c2ccccc2)CC1)c1ccc2c(c1)OCO2 (configuration not stated)	?	10%	-16%	-6%&-6%	-1%[10 µM]	0%&-2%	?	.
COc1ccc(NC(=O)N2CCN3CCCCC3C2)cc1OC (configuration not stated)	13%	4%	.	5%	.	-2%	14%	.
O=C(Cn1ccc(C(F)(F)F)n1)N=Nc1c(O)[nH]c2ccccc12	-11%	-1%	i	-4%	-8%[10 µM]	-5%	-15%	7%

Reprinted from the part before: 2 entries, followed by the next part.
SMILES	Tau fluor counter	Tau fibril FP	RECQ1 inh	TRb SRC2 PPI	HTT ATP protect	TR SRC2 fluor cs	Tau fibril ThT	L3MBTL1 block
COc1ccc(NC(=O)N2CCN3CCCCC3C2)cc1OC (configuration not stated)	13%	4%	.	5%	.	-2%	14%	.
O=C(Cn1ccc(C(F)(F)F)n1)N=Nc1c(O)[nH]c2ccccc12	-11%	-1%	i	-4%	-8%[10 µM]	-5%	-15%	7%
Cc1c(C(=O)NCc2ccc(Cl)cc2)oc2ccc3c(c12)C(=O)CC(C)(C)O3	?	-6%	.	5%	.	-17%	?	.
O=C(Nc1nnc(-c2ccccc2)s1)c1ccc(Cl)c(S(=O)(=O)N2CCOCC2)c1	8%	6%	i	-9%	-16%[10 µM]	0%	9%	2%
COc1ccc(NS(=O)(=O)c2ccc(N/N=C/c3ccc(N4CCOCC4)cc3)c([N+](=O)[O-])c2)cc1	?	?	-1%	2%	.	2%	?	-3%
Cc1ccc(-c2cn3c(n2)sc2cc(C(=O)NC4CCCCC4)ccc23)cc1	-9%	-1%	.	-2%	.	4%	-9%	.
COc1ccc(C(=O)NNC(=O)c2cc3cc(OC)ccc3oc2=O)cc1	-5%	-5%	-13%	-4%	17%[10 µM]	-3%	?	5%
COc1ccccc1N(C(C)=O)c1nc(C)cc(C)c1C#N	7%	3%	-2%	-26%	16%[10 µM]	-1%	4%	0%
O=C(CN1CCCCC1)Nc1nnc(-c2ccc([N+](=O)[O-])cc2)s1	-15%	-2%	i	3%	-11%	-6%	13µM*	-6%
CCC(C)Sc1nnc(-c2c[nH]c3ccccc23)n1CCOC (configuration not stated)	-13%	-9%	-13%	3%	-5%[0.074 µM]	0%	-4%	6%
CC(=O)Nc1ccc(OC(=O)c2ccc(Cl)cc2)cc1	2%	5%	5%	-1%	.	-5%	10%	-16%
CC1(C)NC(=O)N(CN2C(=O)NC(C)(C)C2=O)C1=O	5%	1%	-2%	3%	6%[10 µM]	2%	6%	2%
O=C(N/C(=C\c1ccc(-c2ccccc2)o1)C(=O)N1CCOCC1)c1ccccc1	-24%	3%	-9%	3%	5%[10 µM]	3%	?	-9%
Nc1ncnc2c1CCC2	-3%	-4%	-1%	4%	-4%	2%	-3%	7%
CCCCNC(=S)Nc1ccc2cn[nH]c2c1	1%	-8%	?	0%	-12%[10 µM]	0%	-14%	7%
CCCCCn1nnc2c(=O)oc3ccccc3c21	2%	-5%	i	7%	-14%[10 µM]	-2%	-6%	11%
COc1ccc2cnnc(SCC(=O)Nc3ccc(C(=O)O)cc3)c2c1OC	-4%	-2%	-5%	-6%	-10%[10 µM]	3%	-14%	-17%
CC(C)=NO[C@@H](C)CN1CCCc2nc(C)c(C)cc21	-1%[11.6 µM]	-9%[11.6 µM]	-2%[11.5 µM]	-7%[11.2 µM]	0%[10 µM]	?	-2%[11.5 µM]	.
COc1cccc(-c2csc(NC(C)=O)n2)c1	-1%	5%	-1%	-6%	-22%[10 µM]	-1%	-12%	-3%
CCOc1ccc(NC(=O)C(C)Oc2ccccc2C(=O)Nc2cccc(Cl)c2Cl)cc1 (configuration not stated)	-29%	?	i	5%	-26%	0%	-2%	-2%
COc1ccccc1-n1cnc2cc(C(=O)NC3CCCC3)ccc21	-5%	1%	-7%	0%	11%[10 µM]	5%	-7%	22%
CC(C)(C)NC(=O)C(c1ccco1)N(C(=O)c1ccc(CN2CCOCC2)o1)c1ccccc1 (configuration not stated)	0%	1%	-6%	0%	-7%[10 µM]	-5%	-2%	-3%
O=C(CSc1nc2c(c(=O)n1-c1ccc(Cl)cc1)SCC2)Nc1ccc2c(c1)OCCO2	-17%	-12%	-2%	-3%	11%[10 µM]	-2%	-20%	-8%
COc1cc(/C=C(/NC(=O)c2ccccc2)C(=O)N2CCN(C)CC2)c([N+](=O)[O-])cc1OC	14%	-6%	-5%	0%	11%[10 µM]	-1%	10%	7%
COc1ccc(NS(=O)(=O)c2ccc(N3CCOCC3)c(NC(=O)c3ccco3)c2)cc1	4%	5%	-9%	7%	-17%	-2%	5%	-19%
Cc1ccccc1-n1c(-c2ccncc2)n[nH]c1=S	-9%	-5%	0%	5%	0%	-3%	-10%	.
COc1ccccc1NC(=O)Cc1csc(NC(=S)Nc2ccc(C)cc2)n1	13µM*[quencher]	?	-8%	7%	-22%	3%	-5%	-1%
Cc1noc(C)c1CSc1nc2ccccc2c(=O)n1-c1ccccc1	-5%	4%	-5%	2%	-72%[inhibitor][10 µM]	1%	-13%	5%
COc1ccc(/C=C/NC(=O)c2ccc(OC)cc2)cc1	-27%[11.6 µM]	7%[11.6 µM]	i[11.5 µM]	10%[11.2 µM]	-14%[10 µM]	-1%[11.2 µM]	?	.
COc1cc(OC)c2c(N)c(C#N)c(C(F)(F)C(F)(F)F)nc2c1	-11%	-2%	i	5%	-2%[10 µM]	1%	-8%	.
CCOc1ccc(NC(=S)NNC(=O)c2cc(Br)ccc2Cl)cc1	-22%	3%	i	-3%	.	-6%	?	6%
CCOC(=O)c1c(COC(=O)c2ccco2)nc2ccccc2[n+]1[O-]	-8%	4%	-7%	4%	-8%[10 µM]	-1%	-3%	-9%
CCn1cc(C2=NOC(C(=O)O)C2)c(C)n1 (configuration not stated)	0%	-5%	i	-2%	-2%	0%	-6%	3%
Cc1ccc(NC2=NCCC2)cc1Cl	-1%	3%	-7%	-13%	-4%[10 µM]	2%	12%	20%
CCn1c(SCC(=O)N2CCN(c3ccccc3)CC2)nnc1-c1cc2cc(Cl)ccc2o1	0%	-1%	i	-11%	-27%[0.074 µM]	-1%	?	5%
Cn1c(=O)c2c(nc3n(-c4ccc(O)cc4)c(-c4ccc(Br)cc4)cn23)n(C)c1=O	-3%	4%	.	1%	.	3%	-1%	.
COc1cc2ccccc2cc1C(=O)Nc1cccc(-c2nc3ccccc3o2)c1	-26%	?	.	-1%	.	1%	?	.
COc1ccc(/C=C/C(=O)NC(=S)N2CCN(c3ccccn3)CC2)cc1OC	-12%	-10%	-6%	-5%	11%[10 µM]	-1%	-9%	6%
O=C(N1CCN(c2ccccc2F)CC1)C1(c2cccs2)CCOCC1	0%	8%	-1%	8%	4%[10 µM]	-19%	0%	6%
CC1CCCCN1S(=O)(=O)c1ccc(F)c(C(=O)Nc2ccccc2C(F)(F)F)c1 (configuration not stated)	-22%	-1%	.	5%	.	-1%	-6%	.
O=C(C1CCCO1)N1CCN(C(c2ccccc2)c2ccccc2)CC1 (configuration not stated)	-1%	6%	i	-3%	3%	1%	-10%	-7%[11.4 µM]
CCn1cc(C(=O)NC2CCCCCC2)c2cc(OC)c(OC)cc2c1=O	6%	-2%	-10%	-1%	5%[1.9 µM]	-8%	7%	-1%
CC(N)CCCP(=O)(O)O (configuration not stated)	1%	-12%	i	-8%	-8%	-2%	10%	.
CNC(=O)c1ccccc1NC(=O)c1cccc(S(=O)(=O)N2CCCCC2)c1	?	?	i	-6%	-27%	-7%	-1%	.
Cc1ccc(-c2cc(C(=O)N3CCN(c4ccccc4)CC3)c3ccccc3n2)cc1C	-14%	4%	.	1%	.	0%	2%	.
COc1ccc(Cl)cc1NC(=S)N1CCN(S(C)(=O)=O)CC1	-2%	?	3%	0%	25%[10 µM]	-1%	-2%	-1%
COc1ccc(N=C2S/C(=C\c3ccc(C)o3)C(=O)N2CC(C)C)cc1	-27%	2%	i	0%	30%	5%	?	.
O=C(Cn1c(=O)n(-c2ccc(Cl)cc2)c(=O)c2oc3ccccc3c21)Nc1ccccc1	-16%	-9%	.	8%	.	-2%	14%	.
Cc1ccc(NC(=O)Cn2c(=O)n(Cc3nc(-c4ccccc4)no3)c(=O)c3cc4c(cc32)OCO4)cc1F	-17%	?	.	0%	.	0%	19%	.

Screens deposited in PubChem BioAssay by National Center for Advancing Translational Sciences (NCATS).
